# PrPC surface inh: reduces human prion protein on the cell surface | P04156 | cell surface PrPC, TR-FRET read-out | inhibition, % at 13.8 µM | 370,000 compounds, 0.43% hits | AID 720596; in the data active = inhibition above about 24%; note: 0% = median of the test wells and 100% = reference compound wells
# UGM FP inh: inhibitors of M. tuberculosis UDP-galactopyranose mutase | purified UGM, fluorescence polarization probe displacement | inhibition, % at 10 µM | 320,000 compounds, 0.06% hits | AID 504406; in the data active = inhibition above about 10%, passing the limit was not always enough; inconclusive = no clear call, values can overlap the other calls
# Mtb FBA inh: inhibits M. tuberculosis FBA enzyme. purified M. tuberculosis FBA, fluorescence read-out. inhibition, % at 1 µM. 360,000 compounds, 2.3% hits; in the data active = inhibition above about 27%;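 note: 0% = vehicle and 100% = reference inhibitor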
# Target sequence (P9WQA3 whole entry, looked up): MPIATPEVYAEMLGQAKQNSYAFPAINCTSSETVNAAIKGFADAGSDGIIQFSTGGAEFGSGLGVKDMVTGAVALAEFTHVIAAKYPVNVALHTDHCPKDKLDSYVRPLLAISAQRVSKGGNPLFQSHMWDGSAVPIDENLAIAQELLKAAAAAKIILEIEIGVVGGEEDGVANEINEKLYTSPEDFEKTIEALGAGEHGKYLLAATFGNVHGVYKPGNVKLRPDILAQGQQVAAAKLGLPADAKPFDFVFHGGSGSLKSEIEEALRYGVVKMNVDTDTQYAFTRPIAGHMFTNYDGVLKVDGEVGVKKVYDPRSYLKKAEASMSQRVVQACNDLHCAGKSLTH
# Rv3671c protease: inhibitors of M. tuberculosis serine protease Rv3671c | inhibition, % at 5.96 µM | P9WHR9 | 320,000 compounds, 0.048% hits; in the data active = inhibition above about 38%;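 note: extracellular domain of Rv3671c used as enzyme; 0% = enzyme with DMSO and 100% = no enzyme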
# Target sequence (P9WHR9 whole entry, looked up, the tested form may be a part): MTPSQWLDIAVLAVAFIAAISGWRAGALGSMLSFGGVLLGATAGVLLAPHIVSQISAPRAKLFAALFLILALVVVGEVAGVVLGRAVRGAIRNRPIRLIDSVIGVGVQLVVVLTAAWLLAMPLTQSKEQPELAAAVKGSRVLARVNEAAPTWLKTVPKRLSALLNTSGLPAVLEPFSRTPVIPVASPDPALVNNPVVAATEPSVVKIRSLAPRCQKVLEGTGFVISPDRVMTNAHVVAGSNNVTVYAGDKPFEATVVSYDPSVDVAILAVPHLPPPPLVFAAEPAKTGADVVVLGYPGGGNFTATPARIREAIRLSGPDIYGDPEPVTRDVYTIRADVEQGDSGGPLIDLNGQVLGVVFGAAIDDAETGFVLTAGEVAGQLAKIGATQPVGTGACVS
# BioA inh: blocks M. tuberculosis BioA enzyme activity | purified M. tuberculosis BioA enzyme, plate reader | inhibition, % at 9.99 µM | 360,000 compounds, 0.096% hits; in the data active = inhibition above about 40%; inconclusive = no clear call, values can overlap the other calls
# BoNT F protease: blocks Botulinum neurotoxin F light chain protease; Multiplex microsphere protease cleavage assay, flow cytometry; AID 588497; 360,000 compounds, 0.22% hits; inhibition, % at 10 µM; in the data active = inhibition above about 35%, passing the limit was not always enough; inconclusive = no clear call, values can overlap the other calls; note: plate controls were buffer without enzyme for full effect and enzyme alone for no effect
# FadD28 FP inh: M. tuberculosis FadD28 bisubstrate binding inhibition | FadD28 bisubstrate probe binding, fluorescence polarization | inhibition, % at 12.5 µM | 360,000 compounds, 0.22% hits | AID 588549; in the data active = inhibition above about 8.5%, passing the limit was not always enough; inconclusive = no clear call, values can overlap the other calls
# MazEF act: MazEF (E. coli) toxin RNase activation; P0AE70; FAM/BHQ RNA-DNA oligo cleavage fluorescence, 5 h; activation, % at 20 µM; 350,000 compounds, 0.32% hits; AID 504720; in the data active = activation above about 50%
# Target sequence (P0AE70 whole entry, looked up): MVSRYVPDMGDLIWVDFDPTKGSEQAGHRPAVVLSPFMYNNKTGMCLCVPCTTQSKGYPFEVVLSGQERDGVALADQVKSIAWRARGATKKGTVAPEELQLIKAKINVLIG
# GDH-TPI inh: counter-screen for M. tuberculosis FBA inhibitors: GDH-TPI coupled enzymes; GDH-TPI coupled enzyme counterscreen, NADH absorbance; inhibition, % at 4.8 µM; 360,000 compounds, 1.2% hits; AID 588335; in the data active = inhibition above about 30%;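 note: 0% = DMSO wells and 100% = wells lacking the enzyme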
# Numbers without * were called inactive; ? = inconclusive; · = no result given. The order is random; about 4.8% have a hit in one of these screens.
SMILES,PrPC surface inh,UGM FP inh,Mtb FBA inh,Rv3671c protease,BioA inh,BoNT F protease,FadD28 FP inh,MazEF act,GDH-TPI inh
CCN(CC)S(=O)(=O)c1ccc2c(c1)c(C(=O)O)cn2C,2,-1.2,-1,-1,-2.5,6,0.1,-2,3
Cc1cc(Cl)ccc1NC(=O)C1COc2ccccc2O1 (stereo unspecified),6,0.0,0,-7,6.4,?,-0.5,3,13
Cc1ccc(NC(=O)CCCNC(=O)c2ccc(Cl)cc2)c(O)c1,-5,0.7,4,3,-1.4,-8,-0.4,6,0
Cc1ccc(C(=O)NC2CC3CCC(C2)N3Cc2ccco2)cc1 (stereo unspecified),-10,2.7,1,-1,0.5,7,1.4,-4,2
CCOc1ccc(CCNC(=O)c2cc3c(s2)CS(=O)(=O)C3)cc1OCC,3,1.6,1,1,-1.6,4,-0.7,9,9
COc1ccc([C@H]2CC(=O)C=C(c3cc(C(F)(F)F)cc(C(F)(F)F)c3)C2)cc1,-4,0.8,4,-11,0.9,-6,-4.7,-7,-8
Cn1nc(C2CC2)cc1NC(=O)C1(C)CCN1C(=O)Cc1ccc(-c2ccccc2)cc1 (stereo unspecified),-5,·,-1,·,-1.5,0,-4.8,·,-12
COc1ccc(Br)cc1CNC(=O)C1CCN(S(=O)(=O)N2CCCC2)CC1,10,0.7,1,2,0.3,1,-2.4,-6,-4
Cc1ncc(CN2CCCC(C(=O)Nc3ccc(-c4cscn4)cc3)C2)cn1 (stereo unspecified),1,-1.1,1,0,0.3,-2,0.4,9,-2
COc1ccc(N(CC(=O)N/N=C(\C)CCc2ccccc2)S(=O)(=O)c2ccc(C)cc2)cc1,3,-1.0,2,-2,-1.1,2,-0.7,5,-6
COc1cccc(C(O)c2nc(-c3cc(F)cc(F)c3)cs2)c1 (stereo unspecified),0,·,-1,·,0.9,-1,-3.1,·,11
Cc1cc(N2CCOCC2)ccc1/C=C1\NC(=O)N(Cc2ccccc2)C1=O,1,0.9,-6,-1,·,2,-0.2,-4,6

# As entered above:
# Result of Cc1ccc(NC(=O)CCCNC(=O)c2ccc(Cl)cc2)c(O)c1 under PrPC surface inh: -5
# Result of Cc1ncc(CN2CCCC(C(=O)Nc3ccc(-c4cscn4)cc3)C2)cn1 (stereo unspecified) under UGM FP inh: -1.1

# New compounds follow:
SMILES,PrPC surface inh,UGM FP inh,Mtb FBA inh,Rv3671c protease,BioA inh,BoNT F protease,FadD28 FP inh,MazEF act,GDH-TPI inh
CS(=O)(=O)NCCCNc1ccc(Cl)cc1[N+](=O)[O-],-50,-2.1,-12,-9,2.7,1,-2.7,9,12
CCc1nc2ccc(C(=O)NCCC(C)C)cn2c1N(C)Cc1nccs1,-9,·,1,·,1.3,2,-3.4,·,-2
Cc1nc2c(c(C)nn2-c2ccccc2)c(C)c1C,1,2.8,24,-1,·,-6,-3.1,-4,-1
C=CCOc1cccc(C2C(C(=O)c3cc4ccccc4o3)=C(O)C(=O)N2c2cc(C)on2)c1 (stereo unspecified),18,0.3,6,-2,0.1,-1,-0.5,6,12
CN1/C(=C\C(=O)c2cncc(Br)c2)C(C)(C)c2ccccc21,17,-3.5,0,-52,-0.1,-8,-0.4,-9,3
CCOC(=O)c1sc(=NC(=O)c2cccc(C)c2)n(C)c1C,3,-5.8,0,-6,·,0,-2.6,-1,15
CCOc1ccc2ccccc2c1CNc1nnnn1CC,7,1.4,3,-4,1.3,-5,-2.2,10,-1
CC(C)(C)n1nnnc1C(c1ccncc1)N1CCN(c2ccc(O)cc2)CC1 (stereo unspecified),-6,3.9,1,-2,-2.0,-4,1.7,-4,0
CCN(CC(=O)Nc1cc(Cl)ccc1C)C(=O)CCOc1ccccc1C,-9,-2.8,2,-5,1.8,13,0.3,2,-5
CCOC(=O)c1nn(-c2ccccc2)c(=O)c2c(N)scc12,-19,1.8,-12,-15,-1.0,-23,-2.1,6,15
CN(CC(=O)Nc1ccccc1C(F)(F)F)C(=O)COc1ccccc1Cc1ccccc1,0,2.9,-3,-6,0.1,-6,-5.0,1,-7
COc1ccc2sc(N(CCN(C)C)C(=O)c3ccc4ccccc4c3)nc2c1,8,1.3,8,4,-0.7,7,-5.6,1,1
Cc1ccc(Cl)cc1N(CC(=O)NC1CCCCC1)S(C)(=O)=O,3,1.3,4,2,-1.9,24,-0.8,-1,5
Cc1ccc(NC(=O)CCC(=O)NNC(=O)COc2ccc([N+](=O)[O-])cc2)cc1C,6,0.2,2,-17,-1.2,-3,-1.3,0,-2
CCN(CC)S(=O)(=O)c1ccc(N2CCOCC2)c(NC(=O)COc2ccc(OC)cc2)c1,-3,2.4,0,-4,0.7,0,2.2,4,5
CN1CCCN(C(=O)CC(c2ccccc2)c2ccccc2)CC1,4,0.4,4,0,·,0,-1.5,-1,-3
COc1ccc(CCC(=O)Nc2ccc(C(=O)c3ccncc3)cc2)cc1,0,0.9,-4,·,-2.4,13,-3.7,2,21
Cc1n[nH]c(C)c1S(=O)(=O)N1CCC(C(=O)Nc2cccc(F)c2)CC1,-8,-0.9,1,-7,12,0,-1.3,4,3
Cc1c(NC(=S)NC(C)(C)C)c(=O)n(-c2ccccc2)n1C,8,-0.4,0,-1,·,2,-1.6,0,2
COc1ccc(N2CCN(C(=O)CCc3ccccc3)CC2)cc1,0,-1.3,2,-4,·,-37,3.3,-17,5
Cc1c(C(N)=O)sc(N)c1C(=O)OC(C)C,-4,-3.0,1,6,92*,-18,-4.0,-7,-3
O=C(C(F)C(F)(F)F)N1CCN(c2ccccc2)CC1 (stereo unspecified),9,-0.3,2,1,0.5,-14,1.6,2,8
COC(=O)c1nn(-c2ccccc2)c(=O)cc1O,1,3.1,2,15,·,10,-3.5,5,-4
c1ccc(-c2nnc(CSc3nncs3)o2)cc1,10,-2.6,-1,4,1.5,2,0.2,-1,-2
Cn1nc(C(=O)Nc2ccccc2N2CCCC2)c2ccccc2c1=O,3,0.7,2,-9,1.0,4,-2.8,4,3
CCOC(=O)C1CCN(C(=O)CCS(=O)(=O)c2ccc3c(c2)CCN3C(=O)CC)CC1,-3,0.3,-2,-5,·,-2,0.1,3,3
O=c1[nH][nH]c(=O)c2cc(N3CCCC3)ccc12,-10,0.3,13,1,0.9,-1,-2.0,8,8
C[C@H]1CC[C@]2(O[C@H](CCO)C[C@@H](O)[C@@H]2O)O1,-3,-0.1,5,-5,-0.4,-2,-1.6,-5,5
N#C/C(=C\c1ccccc1)C(=O)Nc1cccnc1,-1,-1.3,0,2,8.7,?,-1.4,3,-17
COc1ccc(CNC(=O)COC(=O)/C=C/c2cccs2)cc1,-7,-1.4,-1,5,0.0,-1,-0.8,-4,19
CS(=O)Cc1cc(Oc2ccccc2)nc(-c2ccncc2)n1 (stereo unspecified),2,-1.0,2,-9,0.1,-5,-0.3,-1,5
COc1ccc(Cl)cc1Cn1c(C)c(C(=O)N(C)Cc2ccc(F)cc2)sc1=O,3,·,1,·,4.1,-14,0.5,·,6
O=C(CC(Cc1ccccc1)c1ccco1)NC1CCCCC1 (stereo unspecified),-3,-2.5,-6,-5,·,-23,-1.9,0,5
O=C(Nc1ccc(S(=O)(=O)Nc2ncccn2)cc1)c1ccc(Br)cc1,0,·,2,·,-2.1,0,-1.2,7,13
NC1=C([N+](=O)[O-])C(c2ccc3c(c2)OCO3)C2=C(CCCC2=O)O1 (stereo unspecified),-6,3.2,1,12,1.7,-8,0.0,8,9
CCOC(=O)c1c(C)nc(C(Cl)(Cl)Cl)nc1N,-5,0.8,-1,10,-0.2,11,0.6,-21,-1
Cc1ccc(SCC(=O)NC(=O)Nc2ccc3c(c2)OCCO3)cc1C,2,0.8,-1,-2,·,-4,-4.6,16,4
CCOc1ccc(NC(=O)COC(=O)c2ccc3c(c2)OCO3)cc1,-4,0.0,-1,0,-0.7,0,-0.9,9,5
O=C(CN1C(=O)CN=C(c2ccccc2)c2ccccc21)NCc1ccco1,-6,-1.2,-6,-10,1.4,29,-4.1,3,5
Fc1cccc(Cc2c(-c3ccccc3)nc3ccc(Br)cn23)c1,19,·,-1,·,-0.9,6,-2.9,·,·
O=C(Nc1ccc2c(c1)OCO2)C1CCN(Cc2cnn(-c3ccccc3)c2-n2cccc2)CC1,-1,1.6,-2,8,·,3,-2.7,-1,4
O=C(NCc1ccccn1)C(=O)NCC1OCCN1S(=O)(=O)c1ccc(Br)cc1 (stereo unspecified),-4,0.8,-1,3,0.1,-2,-3.1,-2,4
COC(=O)C1=CN(c2ccc(F)c(F)c2)C=C(C(=O)OC)C1c1ccc([N+](=O)[O-])cc1,-4,0.2,1,-11,3.4,?,-2.8,11,10
O=C(Nc1ccc2c(c1)OCO2)c1ccc[n+]([O-])c1,2,0.2,3,2,3.2,-1,-0.6,-2,5

# In the list so far, eight contain fluorine:
SMILES,PrPC surface inh,UGM FP inh,Mtb FBA inh,Rv3671c protease,BioA inh,BoNT F protease,FadD28 FP inh,MazEF act,GDH-TPI inh
COc1ccc([C@H]2CC(=O)C=C(c3cc(C(F)(F)F)cc(C(F)(F)F)c3)C2)cc1,-4,0.8,4,-11,0.9,-6,-4.7,-7,-8
COc1cccc(C(O)c2nc(-c3cc(F)cc(F)c3)cs2)c1 (stereo unspecified),0,·,-1,·,0.9,-1,-3.1,·,11
CN(CC(=O)Nc1ccccc1C(F)(F)F)C(=O)COc1ccccc1Cc1ccccc1,0,2.9,-3,-6,0.1,-6,-5.0,1,-7
Cc1n[nH]c(C)c1S(=O)(=O)N1CCC(C(=O)Nc2cccc(F)c2)CC1,-8,-0.9,1,-7,12,0,-1.3,4,3
O=C(C(F)C(F)(F)F)N1CCN(c2ccccc2)CC1 (stereo unspecified),9,-0.3,2,1,0.5,-14,1.6,2,8
COc1ccc(Cl)cc1Cn1c(C)c(C(=O)N(C)Cc2ccc(F)cc2)sc1=O,3,·,1,·,4.1,-14,0.5,·,6
Fc1cccc(Cc2c(-c3ccccc3)nc3ccc(Br)cn23)c1,19,·,-1,·,-0.9,6,-2.9,·,·
COC(=O)C1=CN(c2ccc(F)c(F)c2)C=C(C(=O)OC)C1c1ccc([N+](=O)[O-])cc1,-4,0.2,1,-11,3.4,?,-2.8,11,10
